# SENP8 block: SENP8 (human) protease inhibition. Q96LD8. recombinant SENP8, Nedd8 substrate fluorescence. inhibition, % at 20 µM. actives 0.64% (n = 360,000). AID 602440; in the data active = inhibition mostly above about 40%, no sharp cut-off; inactive = mostly below about 27%
# MPTP block: inhibitors of mitochondrial permeability transition pore; inhibition, % at 10 µM; AID 602449; actives 1.4% (n = 360,000); isolated mouse mitochondria, Ca2+ swelling absorbance, 30 min;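 active = inhibition of 50% or more, scaled per plate between neutral and stimulator controls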;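 also: 0% = DMSO wells given calcium and 100% = 1 mM EGTA wells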
# HKDC1 inhibitor: inhibitors of human hexokinase HKDC1 | AID 493160 | recombinant HKDC1, G6PDH/diaphorase resazurin coupled fluorescence | inhibition, % at 20 µM | Q2TB90 | actives 0.16% (n = 340,000);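 active = inhibition above about 35% when tested at 20 µM, limit read from the data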;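 also: plate controls were DMSO wells with enzyme for no effect and DMSO wells lacking enzyme for full effect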
# Target sequence (Q2TB90 whole entry, looked up): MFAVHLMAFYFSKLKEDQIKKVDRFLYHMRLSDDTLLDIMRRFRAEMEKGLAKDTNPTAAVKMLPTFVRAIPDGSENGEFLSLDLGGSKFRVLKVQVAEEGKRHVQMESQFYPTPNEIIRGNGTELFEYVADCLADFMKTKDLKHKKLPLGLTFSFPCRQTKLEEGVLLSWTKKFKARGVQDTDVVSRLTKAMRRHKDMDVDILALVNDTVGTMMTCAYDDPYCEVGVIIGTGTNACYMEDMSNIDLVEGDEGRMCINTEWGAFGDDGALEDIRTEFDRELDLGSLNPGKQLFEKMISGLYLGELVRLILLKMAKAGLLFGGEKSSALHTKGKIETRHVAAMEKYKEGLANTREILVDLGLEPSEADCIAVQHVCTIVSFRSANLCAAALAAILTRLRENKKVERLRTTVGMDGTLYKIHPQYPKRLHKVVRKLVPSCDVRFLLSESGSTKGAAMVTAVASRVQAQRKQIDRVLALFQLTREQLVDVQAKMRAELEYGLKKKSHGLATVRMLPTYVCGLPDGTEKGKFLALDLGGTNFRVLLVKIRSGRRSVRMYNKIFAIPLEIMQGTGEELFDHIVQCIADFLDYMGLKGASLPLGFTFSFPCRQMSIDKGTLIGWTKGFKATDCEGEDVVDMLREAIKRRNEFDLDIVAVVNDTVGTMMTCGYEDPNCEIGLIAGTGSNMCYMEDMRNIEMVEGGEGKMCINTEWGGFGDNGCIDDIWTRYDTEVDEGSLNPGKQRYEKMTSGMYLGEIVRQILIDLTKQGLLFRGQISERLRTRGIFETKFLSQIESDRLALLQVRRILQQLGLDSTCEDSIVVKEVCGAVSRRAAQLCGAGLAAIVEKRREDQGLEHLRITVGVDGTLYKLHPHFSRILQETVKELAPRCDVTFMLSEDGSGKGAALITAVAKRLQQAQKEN
#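 Material – in-house recombinant HK5 (HKDC1) enzyme · Quantity – HKDC1 at 5 µg/mL · Buffer or medium – pH 8.0 Tris buffer with 10 mM MgCl2 · Reagent – glucose with 1 mM ATP · Dosing – single 20 µM dose · Times – reaction time 90 min, room temperature, protected from light · Technique – resorufin fluorescence at 613 nm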
# GRIN3A LBD mod: modulators (binders) of human NR3A ligand-binding domain; NR3A LBD differential scanning fluorimetry, Tm shift; 0% = protein alone, 100% = glycine-bound protein; Tm shift relative to glycine control, % at 25 µM; actives 2.5% (n = 340,000);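 active = melting temperature shift of at least 10% of the positive control shift, at one fixed dose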
# SENP6 block: blocks the human protease SENP6. Recombinant SENP6 catalytic domain, aminoluciferin luminescence. AID 2599. inhibition, % at 10 µM. actives 1.8% (n = 330,000);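 active = inhibition above about 50% at the single tested dose, limit read from the data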;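 also: plate controls were DMSO wells with enzyme for no effect and DMSO wells lacking enzyme for full effect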
# SENP7 inh: SENP7 protease inhibition | Q9BQF6 | recombinant SENP7, Z-RLRGG-aminoluciferin luminescence, 40 min | inhibition, % at 5 µM | actives 1.5% (n = 330,000) | AID 434973;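 active = inhibition above about 50% at the single test dose, limit read from the data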;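 also: plate controls were DMSO with enzyme for no effect and no enzyme buffer wells for full effect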
# ATG4B inhibitor: blocks human ATG4B protease cleavage of LC3 substrate; Q9Y4P1; ATG4B cleavage of LC3-PLA2, NBD-HPC fluorescence, 1 h; inhibition, % at 8.33 µM; actives 0.51% (n = 340,000); AID 504462; in the data active = inhibition above about 40%
# PfG6PD inh: PfG6PD (Plasmodium falciparum) enzyme inhibition; PfGluPho enzyme, NADPH resazurin-diaphorase fluorescence; inhibition, % at 20 µM; actives 0.78% (n = 350,000); AID 504690;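 active = inhibition reaching at least a set limit at 20 µM in the primary screen, cut at about 59% in these data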;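 also: 0% = DMSO wells with substrate and 100% = DMSO wells lacking glucose-6-phosphate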
# * = called active by the depositor. Hits appear at their usual frequency. Share with any hit: about 6.9%.
# Results follow in this order: SENP8 block	MPTP block	HKDC1 inhibitor	GRIN3A LBD mod	SENP6 block	SENP7 inh	ATG4B inhibitor	PfG6PD inh
COc1ccc(N(CC(=O)NCc2ccco2)S(=O)(=O)c2ccccc2)cc1
→ 7	0.6	-12	-1	-4	8	13	-16
CCCCn1c(N)c(N(CCOC)C(=O)c2cccc(S(=O)(=O)N(C)c3ccccc3)c2)c(=O)[nH]c1=O
→ -19	0.1	-2	2	-13	13	-15	9
CC(C)c1nc2cc(C(=O)N3CCN(c4cnccn4)CC3)ccc2o1
→ -322	-1.7	-3	2	-10	-8	-9	7
O=C(CSCc1nc2c(nnn2Cc2ccc(F)cc2)c(=O)[nH]1)Nc1c(Cl)cc(Cl)cc1Cl
→ 22	3.5	9	-3	2	-9	0	-18
CC1=CC(C)(C)n2c(O)c(N=N)c3cc(C)cc1c32
→ 17	4.3	2	-1	8	4	-3	12
Cc1c(NC(=O)c2cccs2)cccc1NC(=O)c1cccs1
→ -5	-1.5	-2	1	-3	14	2	-6
Cc1cc(N2CCCC(C(=O)Nc3cccc4ccccc34)C2)n2ncnc2n1 (stereo unspecified)
→ 5	-3.6	-3	-2	-7	-3	1	2
COC(=O)c1cccnc1-n1c(=O)c2cccnc2n(CC(=O)Nc2ccc(Br)cc2)c1=O
→ -10	-1.4	-4	-1	-10	-7	-9	-10
CN(C)c1ccc(/C=N/NC(=O)CN2CCCCC2)cc1Br
→ 13	2.9	2	2	0	-9	-9	-3
Cc1ccc(CCNC(=O)c2nn(C)c3c2CS(=O)(=O)c2ccccc2-3)cc1
→ 16	-0.4	3	-1	6	2	-13	-9
CC(=O)Nc1cccc(CCc2nc3ccccc3[nH]2)c1
→ 17	6.1	-1	0	12	9	3	-13
N#Cc1ccccc1S(=O)(=O)N1CCN(C(=O)Cc2coc3cc(O)ccc23)CC1
→ -42	-0.2	-3	2	-15	-2	-5	-5
CCOc1cc(CN2CCCC(CO)(Cc3ccc(F)cc3F)C2)ccc1OC (stereo unspecified)
→ 9	1.9	4	-4	-3	-4	6	-5
CS(=O)(=O)c1ccc2nc(NC(=O)CN3CCOCC3)sc2c1
→ 2	0.8	-9	-1	-14	7	6	-5
Cc1cc(=O)n2nc(N3CCC(C(=O)NCc4cccc(Br)c4)CC3)sc2n1
→ 8	0.2	-2	0	0	1	22	13
O=C(/C=C\c1ccco1)Nc1cc([N+](=O)[O-])ccc1F
→ 18	-0.7	-4	4	-12	-2	-9	11
O=[N+]([O-])c1ccc(NCCNS(=O)(=O)c2ccccc2)cc1
→ 13	0.1	-8	-5	3	5	-1	6
O=C(Cn1nc(C(=O)O)c2ccccc2c1=O)NCc1ccco1
→ 4	-2.5	-11	1	-20	-2	-7	-1
CCCC(=O)Nc1cc(S(=O)(=O)N2CCCCC2)ccc1N1CCOCC1
→ 4	2.0	-6	2	9	-4	-5	-5
O=C(NNc1ccc([N+](=O)[O-])cc1)C1CC2CCCC(C1)C2=O (stereo unspecified)
→ 11	-1.2	-7	0	1	3	-3	9
CCN(Cc1nc2cc(Cl)ccc2c(=O)[nH]1)C(=O)c1cc2c(s1)CCCCC2
→ -6	0.9	0	-7	-8	-3	-7	-5
Cc1ccc2nc(SCC(=O)Nc3cccc(S(=O)(=O)NC4=NCCCCC4)c3)[nH]c2c1
→ 23	2.9	-3	1	12	9	-10	-1
CCOC(=O)Cc1csc(NC(=O)c2c(-c3c(Cl)cccc3Cl)noc2C)n1
→ -18	2.3	7	-2	-4	0	-6	-2
COc1ccc(S(=O)(=O)NC(C)C(=O)NC2CC2)cc1C (stereo unspecified)
→ 9	0.0	-6	0	-12	11	-3	1
COCc1nnc(NC(=O)COc2ccc3c(c2)OCO3)s1
→ 9	-0.1	0	1	-33	-6	-1	27
CC1=C(C(=O)Nc2ccccc2Cl)C(c2ccc(N(C)C)cc2)NC(=O)N1 (stereo unspecified)
→ -173	0.6	-8	0	25	2	-7	-18
Oc1cccc(/C=N/N2CCCCC2)c1O
→ 22	0.3	8	-7	-14	-9	3	-13
O=C(Cc1ccccc1F)OCC(=O)N1CCN(C(=O)c2ccco2)CC1
→ 22	-0.2	-8	-1	-1	8	3	-2
Cc1ccc(NC(=O)CCNS(=O)(=O)c2ccc3c(c2)oc(=O)n3C)c(C)c1
→ 2	-1.0	-11	-1	-3	1	-2	-2
COc1ccc(-c2cc([C@H]3[C@@H]4C=CCC[C@@]4(C)C(=O)N3Cc3ccccc3)ccc2F)cc1OC
→ 6	-2.9	7	3	-17	0	-7	17
COc1ccc(S(=O)(=O)n2cnc3ccccc32)cc1OC
→ 15	-0.1	-6	-1	-6	3	-1	14
O=C(NC1CCCCCC1)c1ccc(=O)n(Cc2ccccc2)n1
→ 0	-1.9	-10	-3	1	12	-8	12
CN1c2ccccc2C(O)=C(C(=O)Nc2ccccc2)S1(=O)=O
→ -11	0.1	1	2	18	7	-3	6
O=C(NC1CCCC1)C(c1cccnc1)N(C(=O)c1csnn1)C1CCCC1 (stereo unspecified)
→ 6	0.0	-2	0	-2	1	-3	-10
Cc1nc2sccn2c(=O)c1S(=O)(=O)NCCc1ccc(Cl)cc1
→ -227	1.3	0	1	7	-1	5	-15
CCN(CC(=O)Nc1ccc2c(c1)OCCO2)C(=O)CSCC(=O)Nc1ccc(C)cc1
→ 10	-2.0	-7	2	-7	-16	-16	19
CC1Cc2ccccc2N1C(=O)CN(C)S(=O)(=O)c1cccc2cccnc12 (stereo unspecified)
→ -2	-0.5	-7	-2	1	-1	-1	12
O=Nc1c(-c2c(O)[nH]c3cc(Br)ccc23)[nH]c2ccccc12
→ 20	12	5	6	54*	53*	27	34
O=C(Oc1cccc(NC2=NS(=O)(=O)c3ccccc32)c1)c1ccncc1
→ -24	-0.7	0	2	-18	2	-2	3
CCOC(=O)c1ccc(NC(=O)CCNS(=O)(=O)c2ccc3c(c2)oc(=O)n3C)cc1
→ 6	-2.4	-8	-2	14	-5	-4	-6

# Ordered by SMILES length (descending): some entries from above
# Results follow in this order: SENP8 block	MPTP block	HKDC1 inhibitor	GRIN3A LBD mod	SENP6 block	SENP7 inh	ATG4B inhibitor	PfG6PD inh
CC1Cc2ccccc2N1C(=O)CN(C)S(=O)(=O)c1cccc2cccnc12 (stereo unspecified)
→ -2	-0.5	-7	-2	1	-1	-1	12
Cc1nc2sccn2c(=O)c1S(=O)(=O)NCCc1ccc(Cl)cc1
→ -227	1.3	0	1	7	-1	5	-15
O=C(NC1CCCCCC1)c1ccc(=O)n(Cc2ccccc2)n1
→ 0	-1.9	-10	-3	1	12	-8	12

# Other compounds.
# Results follow in this order: SENP8 block	MPTP block	HKDC1 inhibitor	GRIN3A LBD mod	SENP6 block	SENP7 inh	ATG4B inhibitor	PfG6PD inh
COCCCNC(=S)Nc1cc2oc3ccccc3c2cc1OC
→ -20	-0.7	3	-10	-12	2	0	-1
CCCCn1c(N)c(N(CCOC)C(=O)CSc2nnc(C)n2-c2ccc(OC)cc2)c(=O)[nH]c1=O
→ -131	0.3	2	0	9	-4	5	20
CN1CCN(C(=O)c2cccc(-c3cc(O)c4ncccc4c3)c2)CC1
→ 10	-1.7	0	-1	-5	-4	-3	7
O=C(c1cccs1)N1CCN(C(=O)C(c2ccccc2)c2ccccc2)CC1
→ 16	-1.6	-2	0	-18	-4	-8	9
O=C(COc1ccccc1)NC1CCSC1=O (stereo unspecified)
→ 8	-1.2	-4	0	-8	1	3	-5
CCCc1ccc(OC(=O)c2ccc(O)cc2Cl)cc1
→ 11	8.2	-1	16*	61*	46	4	-16
O=C(Cc1ccc(-n2cccc2)cc1)N1CCc2ccccc21
→ 25	0.5	-6	2	-5	15	1	17
O=C1C=C(c2ccccc2C(F)(F)F)C[C@@H](c2ccc3c(c2)OCO3)C1
→ 3	1.2	2	-10	8	4	11	7
CCN(CC)C(=O)C1CCCN(Cc2ccc(OC)c(C)c2C)C1 (stereo unspecified)
→ 15	3.7	6	-3	-6	-2	6	0
Cc1nn(-c2ccccn2)c2c1C(c1ccccc1Cl)C1=C(N2)c2ccccc2C1=O (stereo unspecified)
→ 10	8.1	-12	-9	2	0	10	-14
COc1ccc(CNc2ncc(-c3ccc(Cl)cc3)n2C)c(OC)c1OC
→ 17	3.6	2	2	-15	3	1	-7
COc1ccc(S(=O)(=O)Nc2c(C)n(C)n(-c3ccccc3)c2=O)cc1
→ 16	0.0	-8	-2	-19	-11	7	-7
CC(=O)OCc1cc(-c2nn(C)c(=O)c3ccccc23)ccc1C
→ 0	0.3	-5	-2	-22	7	-6	-11
CCC1(CC)NC(=O)N(CC(=O)OCn2nnc3ccccc3c2=O)C1=O
→ 14	-0.5	-4	-2	-2	-5	-5	-5
Clc1cccc(Cl)c1/C=N\Nc1nccs1
→ 14	0.7	-8	-1	-1	-1	-3	18
O=C(OC1CCOC1=O)c1ccc(CO)cc1 (stereo unspecified)
→ -2	-1.8	1	0	0	-3	-2	-15
O=C(NCC1CCCCC1)c1ccc(F)cc1Cl
→ 19	1.4	2	0	-7	0	2	1
N/C(CN1CCCCC1)=N\S(=O)(=O)c1cc(Cl)cc(Cl)c1
→ 21	3.6	-3	-2	-10	16	8	-2
Cc1c(C(=O)N(CCC#N)c2ccccc2)sc2nc3n(c(=O)c12)CCCC3
→ 12	0.1	-6	-2	-8	-7	-1	8
CS(=O)(=O)N1CCN(C(=O)Cc2ccccc2)CC1
→ 3	-5.2	-9	1	-11	-2	-5	-6
COc1ccc(-n2nc(C(=O)Nc3nc4ccc(OC)cc4s3)c3ccccc3c2=O)cc1
→ 21	0.2	-9	-1	-2	11	-4	-1
CCOc1ccc(N2Nc3n[nH]c(N)c3N2)cc1
→ 49*	-1.4	-2	-10	16	-1	-6	6
CCn1c(C)c(C)c2cc(C(=O)Nc3cccc(Cl)c3)ccc21
→ -36	-2.9	1	2	-32	-8	-3	32
COc1ccc(C2=Nn3c(nnc3-c3ccccc3Cl)SC2)cc1OC1CCOC1 (stereo unspecified)
→ 19	-0.1	-18	2	6	1	0	-8
Cc1cc(C)c2c(n1)nn1c(NCCOCCO)cc(C)nc21
→ -328	-0.7	4	-1	0	5	-14	1
CCOC(=O)C1CCN(C(=O)COC(=O)COc2ccccc2OC)CC1
→ -4	-0.8	-1	1	19	4	-12	-9
Nc1cc(S(=O)(=O)C(F)(F)F)ccc1C(=O)O
→ -101	6.2	3	0	-54	-4	8	-5
Cc1ccc(C)c2[nH]c(=O)c(CN(Cc3nnnn3C3CCCCC3)CC3CCCO3)cc12 (stereo unspecified)
→ -94	0.3	-3	-1	8	-7	-1	22
COc1ccc(NC(=O)CC2C(=O)N(Cc3ccco3)C(=S)N2C(C)C)cc1 (stereo unspecified)
→ 20	1.3	5	-4	-2	-7	2	6
O=C(CCNS(=O)(=O)c1ccccc1)OCC(=O)c1ccc(Cl)cc1
→ 7	0.4	0	2	-5	3	-4	-5
CCCN1CNC(=S)N(Cc2ccccc2)C1
→ 7	-0.3	-11	0	1	-7	-13	-16
CC(C)(C)OC(=O)C[C@@H]1C/C=C\C[C@@H](CC(=O)N[C@H](CO)Cc2ccccc2)C(=O)NCCOC1=O
→ 5	1.5	-8	0	22	4	-2	-4
Cc1ccc(C)c(NC(=O)CN(C)C(=O)c2ccncc2)c1
→ -4	-1.7	-8	-1	-6	0	0	0
Cc1ccc(C2C(=O)c3ccccc3C2=O)cc1
→ 19	-0.6	-5	0	38	-4	0	-1
CCOc1c(Br)cc(C2NS(=O)(=O)N=C3CCCCCN32)cc1OC (stereo unspecified)
→ 34	1.4	-4	-1	-23	-8	16	9
O=C(Cc1cccs1)N1CCN=C1SCc1cccc(F)c1
→ 13	0.7	-3	-1	-5	7	-1	8
CN(C)/C=C/C(=O)c1cccc(Cl)c1
→ 26	-2.2	1	2	-4	-2	1	-18
Clc1ccccc1Cc1noc(CN2CCN(c3cnccn3)CC2)n1
→ -24	0.6	-2	0	-9	-3	2	4
